Compound activity (PubChem BioAssay)
MsrA inhibitor: bovine MsrA enzyme inhibitors, primary screen, biochemical, absorbance, HTS; 0.75% of 360,000 active; AID 651718, 2012; Methionine sulfoxide reductase A (Bos taurus); purified bovine MsrA, absorbance read-out; inhibition, % at 15.5 µM; in the data active means inhibition above about 4.5%;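 further: 0% = vehicle wells with enzyme and 100% = reference inhibitor wells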
NRP1-CendR mod: modulators of CendR peptide binding to NRP-1, primary screen, biochemical, fluorescence polarization, uHTS | Neuropilin-1 (Homo sapiens), O14786 | FAM-RPARPAR peptide binding to NRP-1 | AID 602438, 2012 | 0.85% of 360,000 active | inhibition, % at 25 µM;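 active means inhibition or corrected inhibition above about 18%, plus a signal ratio from 0.5 to 1.5, limit read from the data, passing the limit was not always enough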; further: strong numbers were not always called active
Target sequence (O14786 whole entry, looked up): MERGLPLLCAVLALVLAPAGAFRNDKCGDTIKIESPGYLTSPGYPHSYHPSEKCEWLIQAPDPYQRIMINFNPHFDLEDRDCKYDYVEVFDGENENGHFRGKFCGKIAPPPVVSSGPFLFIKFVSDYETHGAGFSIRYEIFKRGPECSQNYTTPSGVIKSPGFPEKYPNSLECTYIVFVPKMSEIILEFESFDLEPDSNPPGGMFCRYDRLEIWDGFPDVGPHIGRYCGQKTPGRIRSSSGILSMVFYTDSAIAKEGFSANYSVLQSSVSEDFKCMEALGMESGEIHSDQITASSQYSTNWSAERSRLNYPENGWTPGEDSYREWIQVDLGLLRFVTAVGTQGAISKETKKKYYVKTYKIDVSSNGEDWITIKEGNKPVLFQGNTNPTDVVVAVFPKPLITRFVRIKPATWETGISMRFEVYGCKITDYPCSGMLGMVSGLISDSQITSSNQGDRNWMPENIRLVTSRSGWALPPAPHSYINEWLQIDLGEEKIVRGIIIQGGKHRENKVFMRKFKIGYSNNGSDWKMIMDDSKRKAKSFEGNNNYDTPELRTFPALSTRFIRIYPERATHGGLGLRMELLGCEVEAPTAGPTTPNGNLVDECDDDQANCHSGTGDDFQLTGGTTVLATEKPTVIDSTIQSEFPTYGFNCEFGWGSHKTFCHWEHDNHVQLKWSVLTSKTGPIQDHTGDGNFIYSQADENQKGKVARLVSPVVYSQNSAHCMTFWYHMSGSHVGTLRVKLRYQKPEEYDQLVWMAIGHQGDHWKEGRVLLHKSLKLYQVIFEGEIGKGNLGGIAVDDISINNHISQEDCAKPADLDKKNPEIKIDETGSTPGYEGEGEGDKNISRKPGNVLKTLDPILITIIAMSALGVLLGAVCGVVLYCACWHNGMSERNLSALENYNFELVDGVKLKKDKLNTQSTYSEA
Rin1-Abl PPI inh: inhibitors of Rin1-Abl protein binding, primary screen, biochemical, TR-FRET. inhibition, % at 7.35 µM. 0.4% of 360,000 active; in the data active means inhibition above about 5%, passing the limit was not always enough
E coli Lon inh: inhibitors of E. coli Lon protease, primary screen, biochemical, fluorescence polarization; inhibition, % at 7.94 µM; purified E. coli Lon protease; 0.42% of 360,000 active; P0A9M0; in the data active means inhibition above about 13%, passing the limit was not always enough;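 further: 0% = enzyme with probe and DMSO and 100% = no enzyme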
Neddylation inh: inhibitors of cullin neddylation, primary screen, biochemical, TR-FRET, uHTS, NAE and Ubc12. calls only at 25 µM. 0.58% of 360,000 active. AID 651699, 2012; in the data active means inhibition above about 36%
FAS-TE inh: FAS thioesterase domain inhibitors, primary screen, biochemical, fluorescence intensity, uHTS. inhibition, % at 15 µM. 0.67% of 360,000 active. recombinant FAS-TE, OMFH fluorogenic substrate, fluorescence endpoint. AID 602261, 2012;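 active means compounds whose normalised, plate-corrected inhibition of enzyme fluorescence in the single-dose primary screen is 50% or more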;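 further: 0% = DMSO with enzyme and 100% = substrate without enzyme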
MT1-MMP act inh: blockers of MT1-MMP proenzyme processing, primary screen, HT1080 RFP-PRO-GFP cells, GFP/RFP fluorescence; GFP/RFP ratio fluorescence, overnight; percent of plate control window, DMSO zero; GFP/RFP ratio change, % at 20 µM; 0.061% of 360,000 active; AID 651647, 2012;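 active means GFP/RFP ratio change of at least 30% with cell ATP level not reduced by more than half and red fluorescence within 50% of control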; further: strong numbers were not always called active
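Assay system – RFP-PRO-GFP reporter HT1080 cells · Compound dosing – single dose of 20 µM compound, 1% DMSO final · Incubation – overnight compound exposure at 37 °C · Measure – GFP/RFP fluorescence ratio · Benchmarks – DMSO wells and RFP-L50D-GFP cells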
MsrA act: bovine MsrA enzyme activators, primary screen, biochemical, absorbance, HTS; purified bovine MsrA, absorbance read-out; 0.3% of 360,000 active; AID 602163, 2012; activation, % at 10.6 µM; in the data active means activation above about 7.5%;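 further: 0% = vehicle and 100% = reference activator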
SKN-1 inh: suppressors of acrylamide-induced Pgst-4::GFP reporter in worms, primary screen, SKN-1 inhibitor project, whole organism, uHTS, GFP/RFP fluorescence ratio, strain VP596. 0.49% of 360,000 active. inhibition, % at 21.8 µM. C. elegans VP596 Pgst-4::GFP/RFP ratio, 24 h. AID 624304, 2012;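 active means interference check ratio from 0.5 to 1.5 plus GFP to RFP signal ratio inhibition reaching or exceeding a fixed threshold, cut at about 30% in these data, passing the limit was not always enough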; further: some compounds called inactive have numbers as strong as hits
Starred values were filed as active, the others as inactive; i = inactive; · = no result given. Random draw from the library; overall some 4.2% were active at least once.

The first 13 entries, to show the layout:
SMILES	MsrA inhibitor	NRP1-CendR mod	Rin1-Abl PPI inh	E coli Lon inh	Neddylation inh	FAS-TE inh	MT1-MMP act inh	MsrA act	SKN-1 inh
CN(CC(=O)Nc1ccc(F)c(F)c1F)C(=O)C1=NN(c2ccccc2)C(=O)CC1	-1.4	2	-2	-15	i	-3	-1	-1	15
CC(C)(C)C1CCC(OC(=O)CN2CCCCC2)CC1 (configuration not stated)	0.4	-8	-3	0	i	-3	3	-1	-6
Cn1nc(C(=O)OCCN2C(=O)c3ccccc3C2=O)c2ccccc2c1=O	-1.2	11	-1	-3	i	-10	6	-3	9
COc1cc(/C=C/C(=O)N2c3ccccc3Sc3ccc(C(F)(F)F)cc32)cc(OC)c1OC	0.3	2	-2	4	i	28	-8	-2	6
CCCCCc1ccc(CC(=O)N2CCOCC2)cc1	-0.6	0	0	-7	i	0	-1	-4	19
COc1ccc(CC(=O)OC(C)C(=O)c2ccc(C)cc2)cc1 (configuration not stated)	-1.2	-2	-4	-10	i	10	-1	-1	-3
CCOc1ccc(C2C(C#N)=C(N)N(N(C)C)C3=C2C(=O)CCC3)cc1 (configuration not stated)	1.5	-8	1	-4	i	-1	-1	-3	5
O=C(COc1ccc(F)cc1Cl)Nc1cccc(S(=O)(=O)N2CCCCCC2)c1	-0.8	-4	4	3	i	34	4	-9	-6
Cc1sc2ncnc(N3CCC(C(=O)NCC(=O)Nc4ccc(F)c(F)c4)CC3)c2c1C	1.0	-6	0	7	i	41	-3	-1	11
CC(C)C(C(=O)NC1CCCC1)N(Cc1ccco1)C(=O)CNS(=O)(=O)c1ccccc1 (configuration not stated)	-1.0	9	5	-5	i	0	-5	-2	10
CCc1nc(SCc2cc(=O)[nH]c3ccccc23)c2c(C)c(C)sc2n1	1.9	3	0	3	i	10	-7	-2	-4
Cc1noc(C)c1COc1ccccc1C(=O)NCCc1ccccc1	-0.2	7	4	-10	i	3	4	-2	-11
O=C(CSc1nnc(CNC(=O)c2cccs2)o1)NCCc1ccccc1	0.3	2	-3	-2	i	2	-4	-2	-3

All compounds of this part, from the first entry:
SMILES	MsrA inhibitor	NRP1-CendR mod	Rin1-Abl PPI inh	E coli Lon inh	Neddylation inh	FAS-TE inh	MT1-MMP act inh	MsrA act	SKN-1 inh
CN(CC(=O)Nc1ccc(F)c(F)c1F)C(=O)C1=NN(c2ccccc2)C(=O)CC1	-1.4	2	-2	-15	i	-3	-1	-1	15
CC(C)(C)C1CCC(OC(=O)CN2CCCCC2)CC1 (configuration not stated)	0.4	-8	-3	0	i	-3	3	-1	-6
Cn1nc(C(=O)OCCN2C(=O)c3ccccc3C2=O)c2ccccc2c1=O	-1.2	11	-1	-3	i	-10	6	-3	9
COc1cc(/C=C/C(=O)N2c3ccccc3Sc3ccc(C(F)(F)F)cc32)cc(OC)c1OC	0.3	2	-2	4	i	28	-8	-2	6
CCCCCc1ccc(CC(=O)N2CCOCC2)cc1	-0.6	0	0	-7	i	0	-1	-4	19
COc1ccc(CC(=O)OC(C)C(=O)c2ccc(C)cc2)cc1 (configuration not stated)	-1.2	-2	-4	-10	i	10	-1	-1	-3
CCOc1ccc(C2C(C#N)=C(N)N(N(C)C)C3=C2C(=O)CCC3)cc1 (configuration not stated)	1.5	-8	1	-4	i	-1	-1	-3	5
O=C(COc1ccc(F)cc1Cl)Nc1cccc(S(=O)(=O)N2CCCCCC2)c1	-0.8	-4	4	3	i	34	4	-9	-6
Cc1sc2ncnc(N3CCC(C(=O)NCC(=O)Nc4ccc(F)c(F)c4)CC3)c2c1C	1.0	-6	0	7	i	41	-3	-1	11
CC(C)C(C(=O)NC1CCCC1)N(Cc1ccco1)C(=O)CNS(=O)(=O)c1ccccc1 (configuration not stated)	-1.0	9	5	-5	i	0	-5	-2	10
CCc1nc(SCc2cc(=O)[nH]c3ccccc23)c2c(C)c(C)sc2n1	1.9	3	0	3	i	10	-7	-2	-4
Cc1noc(C)c1COc1ccccc1C(=O)NCCc1ccccc1	-0.2	7	4	-10	i	3	4	-2	-11
O=C(CSc1nnc(CNC(=O)c2cccs2)o1)NCCc1ccccc1	0.3	2	-3	-2	i	2	-4	-2	-3
CCn1ccc2cc(OC)ccc2c1=S	2.0	-3	-7	-4	i	18	1	-3	8
CC1CCCN(C(=O)CN2C(=O)CSc3ccc(S(=O)(=O)N4CCOCC4)cc32)C1 (configuration not stated)	0.2	4	1	6	i	-8	0	-2	11
Cc1nn(-c2ccccc2)c2nc(=O)n(-c3ccccc3)cc12	0.1	-2	4	-2	i	-9	1	-9	-6
COc1ccc(NC(=S)NC2CCN(Cc3ccccc3)CC2)cc1OC	1.7	-6	5	1	i	-3	1	-7	4
Cc1oc(-c2ccccc2)nc1C(=O)Nc1nccs1	1.2	-22	1	-6	i	-7	-3	-2	-10
COc1cccc(OC)c1-c1nn2c(-c3ccco3)nnc2s1	1.0	-20	0	-8	i	-8	5	-3	-14
OCC1OC(Oc2cccc3ccccc23)C(O)C(O)C1O (configuration not stated)	0.7	5	1	-7	i	0	5	-2	14
COC(=O)C1CCN(C(=O)CN2C(=O)NC(CCc3ccccc3)C2=O)CC1 (configuration not stated)	0.6	-8	0	-2	i	-4	1	-4	16
COc1ccc(-c2nn(-c3ccccc3)cc2/C=C/C(=O)OCC(=O)Nc2ccc(C#N)cc2)cc1	·	2	3	-3	i	18	-1	-2	3
CN1CCN(NC(=O)c2ccc(Cl)cc2Cl)CC1	-0.1	-5	2	-5	i	-10	2	-2	4
COc1ccccc1NC(=O)CC1C(=O)NCCN1C(=O)Nc1ccccc1 (configuration not stated)	0.3	-3	1	5	i	-9	1	-1	3
CC(C)N(Cc1ccccc1)C(=O)CCS(=O)(=O)c1ccc2c(c1)oc(=O)n2C	-0.2	9	1	1	i	-1	-3	-2	8
COC(=O)c1cn(C(=O)c2cc(C)cc(C)c2)c2ccccc12	2.2	-3	1	-2	i	18	0	-4	3
O=S1(=O)CC/C(=N\Nc2ccc(F)cc2)c2ccsc21	2.6	-9	-1	-6	i	7	-1	-8	-3
COCCCN1Cc2cccc(C(=O)O)c2C1=O	-0.1	4	0	-6	i	-4	6	-2	5
CC(C)C(=O)Nc1ccc(C(=O)Nc2ccc(S(=O)(=O)N3CCOCC3)cc2)cc1	·	0	-2	-10	i	-3	1	0	6
CCc1nc2c(OCc3cccc(OC)c3)cccn2c1N(C)C(=O)c1ccccc1F	1.3	-8	-3	-14	i	0	1	-5	4
C=CCOC(=O)C(=O)/C=C/c1coc2ccccc2c1=O	0.1	-63	-1	-11	i	-6	-12	-3	17
COc1ccc(C)cc1Nc1nc(N)c2ccccc2n1	-0.8	9	-3	-5	i	-2	11	0	12
COc1ccccc1C(c1nnnn1C(C)C)N1CCN(C(=O)c2ccco2)CC1 (configuration not stated)	0.1	4	3	8	i	-6	-4	-2	18
CCOC(=O)C1(Cc2ccccc2Cl)CCN(C(=O)c2cc(C)on2)CC1	-0.1	-1	3	-2	i	8	-1	-5	0
C[C@@H]1CN([C@H](C)CO)C(=O)CCCn2cc(nn2)CO[C@H]1CN(C)S(=O)(=O)c1ccc(F)cc1	-0.2	-16	-2	-7	i	-8	5	-8	-4
O=C(COc1ccc(Cl)cc1)N1CCN(S(=O)(=O)c2cc(F)ccc2F)CC1	1.9	-14	-4	-1	i	8	-7	-6	-5
Cc1c(Cl)cccc1NC(=O)C1CC2CCC1C2 (configuration not stated)	1.3	10	4	4	i	-2	-3	-3	5
Cc1cc(OCC(=O)NCC2CCC(C(=O)O)CC2)c2c(C)c(C)c(=O)oc2c1 (configuration not stated)	-0.1	-5	-2	-11	·	-6	4	0	1
O=C(Nc1cc(Cl)ccc1O)C1CCCO1 (configuration not stated)	-1.1	9	3	9	i	-6	4	-1	10
CCOc1ccccc1N(C)C(=O)CCS(=O)(=O)c1ccc2c(c1)NC(=O)CO2	0.3	1	4	-7	i	-4	1	-3	5
Nc1nccnc1C(=O)OCC(=O)NCCc1ccc(Cl)cc1	1.7	-21	0	-21	·	-7	-16	6	-9
COc1ccccc1N1CCN(CC(O)COc2ccc3c(c2)OCO3)CC1 (configuration not stated)	-0.3	-1	-1	-3	i	15	2	-3	-14
COc1ccc(O)c(/C=N/NC(=O)c2cc(=O)[nH]c3ccccc23)c1	1.5	-4	-3	-5	i	26	4	-5	-11
CC(Oc1ccc(Br)cc1)C(=O)NCC(c1cccs1)N1CCOCC1 (configuration not stated)	-0.9	2	2	4	i	1	0	-1	2
O=C(/C=C/c1ccc(Br)o1)NCCCN1CCOCC1	-0.5	7	1	-6	i	-7	-6	-10	-3
CC(CN1CCOCC1)OC(=O)c1cccc(Br)c1 (configuration not stated)	1.8	-2	2	-1	i	-7	5	-2	-25
COc1ccccc1C(=O)NC(=S)Nc1cccnc1Cl	-0.7	3	0	3	i	-4	4	-1	6
O=C(c1ccccc1)c1cc2ccccc2oc1=O	3.5	0	2	-4	i	-5	0	2	2
Cc1noc(C)c1C(=O)N1CCN(CCc2ccccc2)CC1	2.6	-10	3	0	i	-8	-5	-2	7
CCC(C)(C)c1nnc(NC(=O)c2ccc([N+](=O)[O-])cc2)s1	-1.2	4	1	0	i	0	4	-4	3
CC(c1ccncn1)N(C)Cc1nc(Cc2ccccc2F)no1 (configuration not stated)	0.1	3	3	-3	i	-3	-4	-11	5
COc1ccc(-c2csc(NCCc3nc4cc(C(=O)NCCCO)ccc4n3Cc3ccc(C)cc3)n2)cc1	0.9	27*	0	-5	i	-5	1	0	-2
c1ccc(-c2ccccc2OCCCN2CCCCC2)cc1	-0.8	1	-1	1	i	-12	3	-5	8
Cc1ccc(S(=O)(=O)CC(=O)N2CCN(c3ccc([N+](=O)[O-])cc3)CC2)cc1	1.1	-2	-2	-14	i	8	-6	-3	0
CCOc1ccc(Nc2nc(N)nc(CSC(=S)N3CCOCC3)n2)cc1	-0.1	5	1	0	i	5	2	-1	-4
O=C(CSc1nc(Nc2ccccc2)nc(N2CCOCC2)n1)Nc1ccc(Br)cc1F	-0.8	5	2	-2	i	20	0	-4	10
CCOC(=O)C1=C(CSc2nc(-c3ccccc3)ccc2C#N)OC(N)=C(C#N)C1c1cccnc1 (configuration not stated)	3.1	-110	-2	-82	i	-13	-70	-2	27
O=C(NCc1cccs1)C(NS(=O)(=O)c1cccc2nsnc12)c1ccccc1 (configuration not stated)	1.2	8	0	-4	i	-7	8	-3	-19
O=C(c1cc(F)ccc1F)C1CCCN(C(=O)CCc2cnccn2)C1 (configuration not stated)	0.0	4	1	-8	i	-2	5	0	-15
